Source: PubChem BioAssay (Sanford-Burnham Center for Chemical Genomics)
H9c2 TAG inh: triacylglycerol accumulation inhibition. inhibition, % at 12.5 µM. 230,000 tested, 0.66% active. H9c2 cells, Nile Red lipid (TAG) fluorescence; cells loaded with 200 µM oleic acid;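 active = pattern-corrected inhibition of lipid staining of at least 50% with the nuclear-stain viability signal not falling by more than 50%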;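 also: 0% = DMSO wells and 100% = triacsin C control wells; some results filed as inactive read as strong as hits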
H9c2 TAG inh DAPI viability: further read-out of H9c2 TAG inh, marked with its call; DAPI nuclei signal change (viability), lower = more cytotoxic, %;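 whole-well DAPI fluorescence read on a plate reader as a viability signal; minus 50 percent equals half of cells still viable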
Numbers without * were called inactive; i = inactive. These rows are one share of the data, so the mix of outcomes need not match the whole.

| mol | H9c2 TAG inh | H9c2 TAG inh DAPI viability |
| --- | --- | --- |
| COc1cccc(C(=O)Nc2c3c(nn2-c2cccc(C)c2C)CS(=O)C3)c1OC (stereo not given) | -5 | 3 |
| CCn1c(C)nc2cc(C(=O)NNC(=S)NC(=O)c3ccccc3)ccc21 | 3 | 1 |
| O=C(CCc1n[nH]c(=O)[nH]c1=O)N1CCOCC1 | 13 | 4 |
| CC(=O)OCC(=O)C1CCC2C3CC=C4CC(O)CCC4(C)C3CCC12C (stereo not given) | 2 | 0 |
| CCOCCCN(C(=O)c1snc(C(N)=O)c1N)C(C(=O)NC(C)(C)C)c1ccc(Cl)cc1 (stereo not given) | -7 | 6 |
| COc1ccc2[nH]c(C(=O)Nc3ccc(C)c(F)c3)cc2c1 | 2 | 5 |
| CCCCCCCCCCCCC/C=C/[C@@H](O)[C@@H](N)CO | 1 | 3 |
| Cc1ccc(OCCNC(=O)CNC(=O)c2ccc(C)cc2)cc1 | 10 | -4 |
| CCCS(=O)(=O)NC(=O)C1(C)CCN(C(=O)C2(c3ccc(Cl)cc3)CCCC2)C1 (stereo not given) | -3 | 10 |
| CC(=O)Nc1ccc(CN2CCCN(C)CC2)cc1 | 9 | -2 |
| CCCN(CCC)c1nc(C#N)nc(N(CCC)CCC)n1 | 12 | -12 |
| CCC(=O)c1ccc(OCC(=O)OCC(=O)Nc2cccc(S(=O)(=O)N3CCCC3)c2)cc1 | 0 | -2 |
| COc1cccc(C2(C)NC(=O)N(CC(=O)Nc3ccc(N4CCOCC4)cc3)C2=O)c1 (stereo not given) | 7 | 5 |
| COc1ccc(NC(=O)c2ccccc2-c2ccccc2)cc1 | -22 | -2 |
| O=C(CSCC(=O)N1CCCCC1)Nc1nc(-c2cccs2)cs1 | 26 | -2 |
| CC(C)c1ccc(-c2nc(N3CCCC3)nc3n[nH]c(N)c23)cc1 | 35 | -14 |
| CCSCCC(NC1=CC(=O)CC(C)(C)C1)C(=O)O (stereo not given) | 10 | -5 |
| COc1ccc(CNC(=O)COC(=O)CCn2c(C)csc2=O)cc1OC | -4 | 5 |
| Cc1cccc(Nc2ccncc2S(=O)(=O)NC(=O)NC(C)C)c1 | -8 | 8 |
| Nc1nonc1N/N=C/c1c(O)ccc2ccccc12 | 15 | -10 |
| C[n+]1ccccc1C1CCCC/C1=N\NC(N)=S (stereo not given) | 10 | -4 |
| c1cnc2nc3c4ccccc4c4ccccc4c3nc2c1 | -6 | -12 |
| CCOC(=O)Cn1nnc(-c2ccc(SC)cc2)n1 | 7 | -11 |
| O=S(=O)(Nc1ccccc1F)c1cccc(NC(=S)NCCN2CCOCC2)c1 | 0 | 4 |
| Cc1nn(C)cc1[C@@H]1C[C@H]2CN(Cc3cccc(Cl)c3)C(=O)[C@]23CCCN13 | 4 | -3 |
| Cn1c(=O)[nH]c(=O)c2c1nc(CN1CCN(Cc3ccccc3)CC1)n2CC(N)=O | 6 | -9 |
| Cc1ccc(N2C(=O)N3[C@H](c4ccc(F)cc4)[C@@H]4C(=O)N(C5CCCCC5)C(=O)[C@@H]4[C@]3(C)C2=O)cc1 | -3 | -6 |
| C=CCN1C(=O)c2ccc(C(=O)OCC(=O)N(C)C3CCCCC3)cc2C1=O | -8 | 3 |
| O=C(COC(=O)c1cnc(Cl)c(Cl)c1)NCCC1=CCCCC1 | 3 | 0 |
| COC(C[C@H]1O[C@H]1[C@@H](O)COCc1ccccc1)OC | -2 | -4 |
| Cc1ccc(CN2CCNC(=O)C2CC(=O)NCc2csc(C(C)C)n2)cc1 (stereo not given) | -4 | 1 |
| Cc1ccc(C(=O)OCC(=O)N(C)C2CCS(=O)(=O)C2)cc1S(=O)(=O)N1CCCCC1 (stereo not given) | 0 | -3 |
| FC(F)(F)c1cccc(NC(=S)NCc2ccc(Cl)cc2)c1 | -23 | -5 |
| O=C(c1ccccc1)c1cccc(C(=O)c2ccccc2)c1 | 2 | -2 |
| Cc1cc(NC(=O)Nc2ccccc2)n(-c2ccccc2)n1 | -16 | 14 |
| COc1ccccc1NS(=O)(=O)c1cc(C(=O)NCC2CCCO2)ccc1C (stereo not given) | -1 | -3 |
| COc1ccc(NC(=O)N(C)C[C@H]2OCc3cnnn3CCCC(=O)N([C@@H](C)CO)C[C@H]2C)cc1 | -12 | -2 |
| CN=c1scc(-c2ccc([N+](=O)[O-])cc2)n1/N=C/c1ccco1 | -21 | 8 |
| C=CCOC(=O)C1=C(C)Nc2nc3ccccc3n2C1c1ccncc1 (stereo not given) | 11 | -5 |
| COc1ccc(OCC(=O)N/N=C(\C)CC(=O)Nc2ccc(NC(C)=O)cc2)cc1 | 14 | -5 |
| C=CCN(c1ccccc1)S(=O)(=O)c1c(C)[nH]c(=O)[nH]c1=O | 6 | -8 |
| COc1ccc(NC(=O)CCC(=O)NCc2ccco2)c([N+](=O)[O-])c1 | -5 | 3 |
| CN(Cc1ccccc1)C(=O)COC(=O)c1cc(S(=O)(=O)N(C)C)ccc1N1CCCC1 | 6 | -1 |
| O=c1cc(-c2ccccc2)[nH]c2nc3ccccc3n12 | -5 | 5 |
| CC(=O)Nc1ccc(S(=O)(=O)N[C@@H](C)C(=O)OCC(=O)c2ccc(C)cc2)cc1 | 1 | -2 |
| CC(=O)c1ccc(NC(=S)NCc2ccco2)cc1 | 1 | 11 |
| Cc1ccccc1-c1nnc(-c2cccs2)o1 | -7 | -2 |
| COc1cccc(NC(=O)N(C)C[C@H]2Oc3ncc(Br)cc3C(=O)N([C@H](C)CO)C[C@H]2C)c1 | 8 | -8 |
| CCOC(=O)c1cnc2nc(Cc3ccccc3)[nH]n2c1=O | 23 | -12 |
| N#C[C@@H]1N(Cc2ccccc2)C(=O)[C@H]2CC3C=CC21O3 (stereo not given in full) | 9 | 16 |
| Cc1cc(NCCO)nc(-n2nc(C)cc2C)n1 | -3 | -5 |
| Cc1[nH][nH]c(=O)c1C(c1ccc(-c2cccc(C(=O)O)c2)o1)c1c(C)[nH][nH]c1=O | 2 | 0 |
| CC(NC(=O)c1cc(S(=O)(=O)N2CCOCC2)cn1C)c1ccccc1 (stereo not given) | -2 | -3 |
| O=C(COC(=O)c1cccc(S(=O)(=O)N2CCOCC2)c1)Nc1ncc(Cl)cc1Cl | -16 | 2 |
| [O-]c1n[n+](-c2ccc(Cl)cc2)cc2ccccc12 | -2 | -10 |
| CCOc1ccc(N(CC(=O)Nc2cccc(C)c2)S(C)(=O)=O)cc1 | -6 | 8 |
| O=C(Cc1nc2ccccc2[nH]1)c1ccc([N+](=O)[O-])cc1 | -10 | -4 |
| O=C(O)c1cccc(C(=O)O)c1Br | 10 | -10 |
| O=C1NC2(O)C(=O)c3ccccc3C2(O)N1 (stereo not given) | -2 | -2 |
| NC(=O)C1(N2CCCCC2)CCN(C2CC(=O)N(CCc3ccccc3)C2=O)CC1 (stereo not given) | -4 | -8 |

Single values from above:
For H9c2 TAG inh DAPI viability, CC(=O)c1ccc(NC(=S)NCc2ccco2)cc1 is entered as 11
For H9c2 TAG inh, CCOC(=O)c1cnc2nc(Cc3ccccc3)[nH]n2c1=O is entered as 23

Compound profiles (already shown).
C=CCN(c1ccccc1)S(=O)(=O)c1c(C)[nH]c(=O)[nH]c1=O across the screens: H9c2 TAG inh: 6; H9c2 TAG inh DAPI viability: -8
COc1ccc(NC(=O)CCC(=O)NCc2ccco2)c([N+](=O)[O-])c1 across the screens: H9c2 TAG inh: -5; H9c2 TAG inh DAPI viability: 3
O=C(O)c1cccc(C(=O)O)c1Br across the screens: H9c2 TAG inh: 10; H9c2 TAG inh DAPI viability: -10

(listing goes on)
| mol | H9c2 TAG inh | H9c2 TAG inh DAPI viability |
| --- | --- | --- |
| CN1CCN(c2oc(-c3ccc([N+](=O)[O-])cc3)nc2C#N)CC1 | 3 | 4 |
| CCN(CC)C(=O)c1[nH]cnc1C(=O)N[C@H](C)c1ccccc1 | 5 | 7 |
| CCOC(=O)CCC(NC(=O)c1cncc(O)c1)C(=O)OCC (stereo not given) | 0 | 1 |
| COc1cc2[nH]c(=O)n(CCC(=O)N3CCC(N4CCCCC4)CC3)c(=O)c2cc1OC | 11 | -21 |
| Cc1noc(C)c1C(=O)Nc1cc(Cl)ccc1N1CCOCC1 | 1 | 1 |
| S=C(Cc1ccccc1)NCCc1ccccc1 | -4 | 5 |
| CN(Cc1ccccc1)C(=O)CCS(=O)(=O)c1ccc2c(c1)n(C)c(=O)c(=O)n2C | 13 | -16 |
| Cc1csc(=O)n1CC(=O)OC(C)C(=O)Nc1ccc(N(C)C)cc1 (stereo not given) | 5 | -6 |
| C[C@H](CO)N1C[C@H](C)[C@@H](CN(C)C(=O)Nc2ccc3c(c2)OCO3)Oc2c(cccc2N(C)C)C1=O | -8 | -2 |
| COc1ccc(-c2ccnc3c(C#N)cnn23)cc1 | -8 | i |
| O=C(NNC(=O)c1ccncc1)Nc1cccc(C(F)(F)F)c1 | -8 | 2 |
| O=C(O)Cn1ccc2cc(S(=O)(=O)N3CCCCC3)ccc21 | 8 | 3 |
| Cc1cnc(C)c(Nc2nc(C(N)c3ccccc3)cs2)n1 (stereo not given) | 3 | 2 |
| O=C(Nc1ccccc1)N1CCc2ccccc2C1 | 3 | 1 |
| CC(C)CC(=NNC(=O)c1ccncc1)c1cc(Cl)ccc1O | 32 | -19 |
| COc1ccc2[nH]c(CN3CCC(n4nccc4NC(=O)C4CC4)CC3)c(C)c2c1 | 3 | -2 |
| CN(C)C(=O)COC(=O)c1cccc(S(=O)(=O)N2CC3(C)CC2CC(C)(C)C3)c1 (stereo not given) | 2 | -10 |
| O=C(NCCc1ccccn1)c1c(-c2ccsc2)sc2ccccc12 | 5 | -2 |
| CCn1cc(S(=O)(=O)NCc2ccc(OC)cc2)cn1 | -7 | 3 |
| CC(OC(=O)CC1CCCC1)C(=O)Nc1ccc(S(N)(=O)=O)cc1 (stereo not given) | -1 | 3 |

Molecules above that contain a CF3 group:
| mol | H9c2 TAG inh | H9c2 TAG inh DAPI viability |
| --- | --- | --- |
| FC(F)(F)c1cccc(NC(=S)NCc2ccc(Cl)cc2)c1 | -23 | -5 |
| O=C(NNC(=O)c1ccncc1)Nc1cccc(C(F)(F)F)c1 | -8 | 2 |

(next part)
| mol | H9c2 TAG inh | H9c2 TAG inh DAPI viability |
| --- | --- | --- |
| CCCCNc1c(-c2ccc(Sc3ccc(OC)cc3)cc2)nc2cc(C)ccn12 | 18 | 155 |
| Cc1ccc(C(=O)CCC(=O)N2CCN(C(=O)c3ccco3)CC2)cc1 | 14 | -19 |
| COc1ccc(-c2nnc3n2N=C(C)CS3)cc1OC | 6 | 0 |
| COc1ccc(CN(C(=O)c2ccc(-c3ccccc3)[nH]2)C(C(=O)NCC2CCCO2)c2ccc(C)o2)cc1 (stereo not given) | 23 | -9 |
| COc1ccc(OCc2cc(C(=O)NCCCc3ccccc3)no2)c(Cl)c1 | 19 | -6 |
| CC(=O)n1nc(-c2ccccc2)nc1NCc1ccc(F)cc1 | 11 | -8 |
| CC(=O)/C(N=Nc1nc2c([nH]1)c(=O)n(C)c(=O)n2C)=C(\C)O | -6 | 6 |
| C/C(=N\Nc1ccc([N+](=O)[O-])cc1)c1ccc(-n2nncc2C)cc1 | 0 | 9 |
| COc1ccc(Cl)cc1C(=O)O/N=C(\N)c1ccccn1 | 8 | -7 |
| c1ccc(-c2noc(CSc3nnc(Cc4cccs4)n3-c3ccccc3)n2)cc1 | -12 | 0 |
| CC(=O)Nc1ccc(NC(=O)Cn2c(=O)n(-c3ccccc3)c(=O)c3oc4ccccc4c32)cc1 | 1 | -6 |
| CC(C)c1ccc(NC(=O)C2(C)Cc3c(-c4ccc(N(C)C)cc4)ccnc3O2)cc1 (stereo not given) | 6 | 27 |
| CCCCNC(=O)C1C2C=CC3(CN(Cc4ccc(C)cc4)C(=O)C13)O2 (stereo not given) | 6 | -7 |
| COc1ccc2c(c1)C(C)=CC(C)(C)N2C(=O)CN1C(=O)CCC1=O | 17 | 3 |
| Cc1cc(CSc2ccccc2)ccc1NC(=O)COc1ccccc1 | 10 | 1 |
| CN1CCC[C@@H]1CCO[C@](C)(c1ccccc1)c1ccc(Cl)cc1 | 48 | -17 |
| COc1ccc(OCC(=O)OCC(=O)Nc2ccc(S(=O)(=O)N3CCCCC3)cc2)cc1 | 1 | -3 |
| CC1CC(C)CN(C(=O)Cn2c(SCC(=O)N3CCc4ccccc4C3)nc3ccccc32)C1 (stereo not given) | 19 | -3 |
| CCN(CC)CCN(C(=O)c1ccc(S(=O)(=O)N(CC)c2ccccc2)cc1)c1nc2c(OC)ccc(OC)c2s1 | 24 | 0 |
| COC(=O)CC1C(=O)NC2CCCCC2N1C(=O)CCl (stereo not given) | 14 | -4 |

Among those listed so far, two have bromine.
| mol | H9c2 TAG inh | H9c2 TAG inh DAPI viability |
| --- | --- | --- |
| COc1cccc(NC(=O)N(C)C[C@H]2Oc3ncc(Br)cc3C(=O)N([C@H](C)CO)C[C@H]2C)c1 | 8 | -8 |
| O=C(O)c1cccc(C(=O)O)c1Br | 10 | -10 |

(further entries)
| mol | H9c2 TAG inh | H9c2 TAG inh DAPI viability |
| --- | --- | --- |
| N#CC1(Nc2ccc([N+](=O)[O-])cc2)CCCC1 | -56 | 2 |
| CCOc1ccc(NC(=O)C(CC(=O)O)Cc2ccc(Br)cc2)cc1 (stereo not given) | -3 | -3 |
| CCOC(=O)c1ccc(COC(=O)c2cc(=O)[nH]c3ccccc23)o1 | 0 | 9 |
| Cc1ccc(S(=O)(=O)N2CCC(C(=O)OCC(=O)N3CCCC(C)C3)CC2)cc1C (stereo not given) | 1 | 0 |
| CCN(CC)S(=O)(=O)c1ccc(-c2nnco2)cc1 | -9 | -7 |
| C=CCn1c(COc2ccccc2)nnc1SCC(=O)NCC(=O)OCC | 9 | -1 |
| CCOC(=O)C(NC(C)=O)(Nc1ccc(S(=O)(=O)Nc2onc(C)c2C)cc1)C(F)(F)F (stereo not given) | 12 | -7 |
| Cc1ccc(-c2nnc(NC(=O)CCS(=O)(=O)c3ccccc3)o2)c(C)c1 | 6 | 1 |
